Screening data as filed in PubChem.
RNase H inhibition = RNase H inhibition, HIV 1 Gag Pol polyprotein, FRET biochemical assay, screening (AID 372). HIV-1 RT RNase H, FRET RNA/DNA substrate fluorescence; higher % means a stronger effect. inhibition, % at 10 µM, or IC50 in µM where a hit was titrated. actives 0.77% (n = 100,000); in the data active = inhibition above about 50%
Starred values were filed as active, the others as inactive; & = joins results of further samples. A portion of the library; rates above refer to the full screens.

structure | RNase H inhibition
C=CCN1C(=O)/C(=C\c2ccc(-c3cc(Cl)cc(Cl)c3)o2)SC1=S | 12%
Nc1ccc2c(c1)C(=O)N(c1ccc(O)cc1)C2=O | 8%
Cc1cc(C)c2oc(-c3cccc(NC(=O)c4ccc5ccccc5c4)c3C)nc2c1 | 20%
CC(NC(=O)C12CC3CC(CC(C3)C1)C2)C(=O)NC1CCCCC1 (stereo not drawn) | 9%
N#C/C(=C/c1ccc(Cl)cc1)C(=O)Nc1ccc(Cl)cc1 | 3%
CC1CC(C)(C)N(C(=O)CN2C(=O)c3ccccc3C2=O)c2ccccc21 (stereo not drawn) | 12%
O=C(O)c1ccc(NS(=O)(=O)c2cccc(S(=O)(=O)c3ccc(Cl)c(Cl)c3)c2)cc1 | 11%
Cc1ccc(NC(=O)c2cc3ccccc3oc2=O)c(Br)c1 | 5%
Cc1nc(NC(=O)C2C3CCC(C3)C2C(=O)O)sc1-c1ccccc1 (stereo not drawn) | 1%
Cc1cc(=O)[nH]c(SCc2ccc(Cl)cc2)n1 | 7%
Cc1ccc(C(=O)N2CCN(c3ccccc3)CC2)c(Cl)c1 | 0%
N#C/C(=C/c1cn(-c2ccccc2)nc1-c1ccc(F)cc1)C(N)=O | 0%
COc1cc(OC)c(OC)cc1CN1CCN(C2CCCC2)CC1 | 15%
O=C(Cc1ccccc1)N1N=C(c2ccccc2)CC1(O)C(F)(F)F (stereo not drawn) | 13%
Oc1ccc(Nc2nc(Nc3ccc(O)cc3)nc(N3CCOCC3)n2)cc1 | 0%
O=C(/C=C/c1ccc2ccc3cccc4ccc1c2c34)c1ccc(N2N=N2)cc1 | 14%
Cc1cccc(NC(=O)c2cccc(Br)c2)c1C | 0%
COc1cc(/C=C/C(=O)c2cc(C)ccc2C)cc(OC)c1OC | 10%
COc1ccc(CCNC(=O)C(=O)Nc2ccccc2OC)cc1 | 0%
CCOC(=O)C(Cc1ccc(NC(=O)/C(=C/c2ccccc2)NC(=O)c2ccccc2)cc1)N1C(=O)c2ccccc2C1=O (stereo not drawn) | 6%
O=C1NC(=O)N(c2ccc3c(c2)OCO3)C(=O)/C1=C/c1ccccc1OCc1ccc(F)cc1 | 8%
CCOC(=O)c1ccc(NC(=O)c2ccc(C(=O)Nc3ccc(C(=O)OCC)cc3)cc2)cc1 | 18%
COC(=O)c1ccc(OCCOc2ccccc2OC)cc1 | 5%
COc1ccc(/C(C)=N\NC(=O)c2cc([N+](=O)[O-])cc([N+](=O)[O-])c2)c(OC)c1 | 7%

5 compounds from above, ordered by count of non-hydrogen atoms, lowest first:
structure | RNase H inhibition
COc1ccc(CCNC(=O)C(=O)Nc2ccccc2OC)cc1 | 0%
O=C(Cc1ccccc1)N1N=C(c2ccccc2)CC1(O)C(F)(F)F (stereo not drawn) | 13%
Oc1ccc(Nc2nc(Nc3ccc(O)cc3)nc(N3CCOCC3)n2)cc1 | 0%
CCOC(=O)c1ccc(NC(=O)c2ccc(C(=O)Nc3ccc(C(=O)OCC)cc3)cc2)cc1 | 18%
CCOC(=O)C(Cc1ccc(NC(=O)/C(=C/c2ccccc2)NC(=O)c2ccccc2)cc1)N1C(=O)c2ccccc2C1=O (stereo not drawn) | 6%

Later entries:
structure | RNase H inhibition
COc1cccc(CN2CCN(Cc3ccc(OC)c4ccccc34)CC2)c1OC | 12%
O=C(O)CN1C(=O)/C(=C\c2ccc(OCc3ccc(Cl)cc3)cc2)SC1=S | 22%
CCOc1cc(C(=O)Nc2cc(-c3nc4ccccc4o3)ccc2C)cc(OCC)c1OCC | 13%
Clc1ccc(COc2cccc(/C=N/Nc3nc(Nc4ccccc4)nc(Nc4ccccc4)n3)c2)c(Cl)c1 | 30%
Cc1c(Cl)cccc1NC(=S)NC(=O)c1ccco1 | 12%
Cc1ccc(S(=O)(=O)Nc2ccccc2C=NC(C)(C)C)cc1 | 1%
CC(=O)C1=C(c2ccccc2)S/C(=C2/C(=S)C(C)(C)N(C(C)=O)c3ccc(C)cc32)S1 | 50%*
CCc1ccccc1NC(=O)c1cc(-c2ccc(C)s2)nc2ccccc12 | 15%
O=[N+]([O-])c1ccc(C=Nc2ccc(Cl)c(Cl)c2)cc1 | 13%
CCC1CCc2c(sc(NC(=O)c3cc([N+](=O)[O-])ccc3Cl)c2C(N)=O)C1 (stereo not drawn) | 14%
CCc1nnc(NC(=O)c2cccc([N+](=O)[O-])c2C)s1 | 4%
COc1ccc(C(=O)/C=C/NNC(=O)c2ccc(Cl)cc2)cc1 | 2%
O=C(/C=C/c1ccc(Cl)cc1Cl)N1CCN(c2ccc([N+](=O)[O-])cc2Cl)CC1 | 17%
C#CC(C)(C)NC(=O)CN(c1cc(C)ccc1C)S(=O)(=O)c1ccccc1 | 0%
CCOc1ccc(Nc2nc(Nc3ccc(O)cc3)nc(C)c2[N+](=O)[O-])cc1 | 11%
CCCCNC(=O)CSc1nc(N)c(C(=O)Nc2ccc(OC)cc2)s1 | 4%
O=[N+]([O-])c1cc([N+](=O)[O-])c2cccnc2c1Sc1nc2ccccc2s1 | 21%
NC(=Nc1ccccc1)SC1CC(=O)N(c2ccc(F)cc2)C1=O (stereo not drawn) | 13%
CSc1nc(C)cc(-n2cc(F)c(=O)[nH]c2=O)n1 | 4%
NS(=O)(=O)c1ccc(CCNC2CC(=O)N(c3ccc(Cl)c(Cl)c3)C2=O)cc1 (stereo not drawn) | 0%
O=C(NC(=S)Nc1ccc(F)cc1)c1ccc(-c2ccccc2)cc1 | 6%
Cc1ccc([N+](=O)[O-])cc1-c1ccc(-c2nc3sc4c(c3c(=O)[nH]2)CCCC4)o1 | 0%
CC1=C(C(=O)OCc2ccc3c(c2)OCO3)C(c2ccccc2F)NC(=O)N1 (stereo not drawn) | 12%
Cc1nc2ccccn2c1C(=O)N/N=C/c1c(O)ccc2ccccc12 | 0%
Oc1c(Br)cc(/C=N/Nc2nnc3c(n2)[nH]c2ccccc23)c(O)c1Br | 12%
Cc1nc2c(C)c(-c3ccccc3)[nH]n2c(=O)c1Cl | 1%
COc1ccccc1NC(=O)c1cnn(-c2ccccc2)c1NC(=O)c1ccccc1 | 10%
Cn1c(SCC(=O)N/N=C/c2ccc(OCc3ccccc3)cc2)nc2ccccc21 | 20%
CCCCOc1ccc(-c2nc(-c3ccc(Br)cc3)no2)cc1 | 0%
COc1ccccc1OCCCOc1cc(C)c(Br)cc1C | 19%
COc1ccc(NC(=O)/C(C#N)=C\c2ccc(-c3ccc([N+](=O)[O-])cc3Br)o2)cc1 | 7%
C/C(=N\NC(=O)c1cc(C(C)(C)C)[nH]n1)c1ccc(Cl)cc1 | 9%
COC(=O)c1ccc(C(=O)Nc2cc(Cl)ccc2Cl)cc1NC(=O)c1c(OC)cccc1OC | 5%
Cc1cc(=O)[nH]c2c1c(C)nn2-c1ccccc1 | 0%
Cc1nnc(SCc2ccccc2[N+](=O)[O-])s1 | 4%
CCOC(=O)C1=C(O)/C(=C/c2ccc(Cl)cc2)SC1=Nc1ccc([N+](=O)[O-])cc1 | 0%
COc1ccc(N=C2NC(=O)/C(=C\c3ccco3)S2)cc1 | 28%
C/C(=N\NS(C)(=O)=O)c1ccc(C)cc1 | 0%
CC1=C(C(=O)OC2CCCCC2)C(c2ccc3c(c2)OCO3)C2=C(CCCC2=O)N1 (stereo not drawn) | 6%
CCOC(=O)c1cccc(NC(=O)CCCCCN2C(=O)c3ccccc3C2=O)c1 | 12%
CSc1ccc(C=NN2CCN(Cc3ccccc3)CC2)cc1 | 8%
C=CCn1c(SCC)nc(O)cc1=O | 8%
OCCCn1c(-c2ccccc2)cn2c3ccccc3nc12 | 0%&9%
O=C(NC(O)C(Cl)(Cl)Cl)c1ccc([N+](=O)[O-])cc1 (stereo not drawn) | 12%
COc1ccc(O)c(CN2CCN(Cc3cccc([N+](=O)[O-])c3)CC2)c1 | 8%
COc1cc(CN2CCN(Cc3cc(OC)c(OC)cc3OC)CC2)cc(OC)c1 | 9%
C=CCNCC1OCc2ccccc2CO1 | 3%
CC(=O)Nc1ccc(S(=O)(=O)Oc2ccc3c(c2)C(C)=CC(C)(C)N3)cc1 | 12%

In another format: results already given
> CCOC(=O)c1cccc(NC(=O)CCCCCN2C(=O)c3ccccc3C2=O)c1
  RNase H inhibition: 12%
> CSc1ccc(C=NN2CCN(Cc3ccccc3)CC2)cc1
  RNase H inhibition: 8%
> C=CCn1c(SCC)nc(O)cc1=O
  RNase H inhibition: 8%
> OCCCn1c(-c2ccccc2)cn2c3ccccc3nc12
  RNase H inhibition: 0%&9%

Other results.
structure | RNase H inhibition
CCN(Cc1ccccc1)Cc1ccc2c(c1)c1ccccc1n2CC | 16%
O=c1[nH]c(/C=C/c2ccc(Cl)cc2Cl)c([N+](=O)[O-])c(=O)[nH]1 | 9%
Cn1c(=O)c2c([nH]c(=S)n2Cc2cccc(Cl)c2)n(C)c1=O | 28%
CCN(CC)c1ccc(NC(=O)c2ccc(-c3ccc([N+](=O)[O-])cc3C)o2)cc1 | 35%
O=c1oc2c(Br)cc(Br)cc2cc1-c1nc(-c2ccccc2)cs1 | 14%
COc1ccc(/C=C2\C(=O)NC(=O)N(c3ccc(C)cc3)C2=O)c(C)c1 | 5%
COc1cc(C2OCC3(CO)C(C)C=C(C)C2C3C)ccc1O (stereo not drawn) | 13%
COc1ccc(N(CC(=O)Nc2cc(OC)ccc2OC)S(C)(=O)=O)cc1 | 6%
Oc1ccc(NC(=S)N=Nc2c(O)[nH]c3ccc(Br)cc23)cc1 | 22%
COc1ccc(CN2CCc3c([nH]c4ccccc34)C2)c(OC)c1OC | 2%
C/C(=N\NC(=O)c1ccc(F)cc1)c1ccc2ccccc2c1 | 3%
CCCCOC(=O)c1ccc(NC(=S)NC(=O)c2ccc(Cl)cc2)cc1 | 11%
CCCOc1ccc(/C=N/NC(=O)C(OC)c2ccccc2)cc1OCC (stereo not drawn) | 2%
CCOc1ccccc1NC(=O)c1ccc([N+](=O)[O-])cc1 | 2%
COc1ccc(S(=O)(=O)N/N=C/c2ccc(OCCN3CCOCC3)c(OC)c2)cc1 | 6%
COC(=O)Cn1cc(/C=C2\C(=O)NC(=O)N(c3ccc(Br)c(C)c3)C2=O)c2ccccc21 | 9%
CCOc1ccc(C(=O)NCCC(=O)NCCCC(=O)O)cc1 | 15%
COc1ccc(C(=O)N/C(=C\c2ccc(Cl)cc2)C(=O)NCC2CCCO2)cc1 (stereo not drawn) | 0%
COc1ccc(C(=O)NC(=S)Nc2cc([N+](=O)[O-])cc(Cl)c2O)cc1 | 3%
COc1ccc(Cl)cc1C(=O)NC(=S)Nc1cccc(-c2nc3cc(C)ccc3o2)c1 | 5%
CC1CCC(C(=O)Oc2ccc(Cl)cc2)CC1 (stereo not drawn) | 5%
CC1=CC2C(CC1COC(=O)c1cc([N+](=O)[O-])cc([N+](=O)[O-])c1)C2(C)C (stereo not drawn) | 18%
CCOc1ccc(OCCCCOc2ccc(Cl)c(C)c2)cc1 | 18%
O=C(Nc1ccc(N2CCOCC2)c(Cl)c1)c1cc([N+](=O)[O-])ccc1Cl | 24%
CCC(=O)NC(=S)Nc1cccc(-c2nc3cc(Cl)ccc3o2)c1C | 34%
CCOC(=O)N1CCN(S(=O)(=O)c2cccs2)CC1 | 10%
O=C(CC1CCC1)Nc1ccc2c(c1)oc1ccccc12 | 0%
COC(=O)c1ccccc1NC(=S)NC(=O)c1cccc(F)c1 | 22%
COc1cc(Br)c(/C=C2\C(=O)NC(=O)N(c3cc(C)cc(C)c3)C2=O)cc1OC | 10%
CN1C(=O)C(=Cc2ccc(OCCOc3ccc([N+](=O)[O-])cc3)cc2)C(=O)N(C)C1=O | 9%
Cc1ccc(C(C)(c2ccc(N)cc2)c2ccc(N)cc2)cc1 | 26%
CCC(C(=O)Nc1cccc(NC(C)=O)c1)c1ccccc1 (stereo not drawn) | 7%
O=C1NC(c2ccccc2)Nc2c1sc(=S)n2-c1ccccc1 (stereo not drawn) | 4%
O=C(CC(Nc1ccc([N+](=O)[O-])cc1)c1ccc(Cl)cc1)c1ccc(Cl)cc1 (stereo not drawn) | 19%
Cc1ccccc1NC(=O)c1c(C)[nH]c(=S)c(C#N)c1-c1cccc(F)c1 | 19%
O=C(Nc1ccc(O)c(-c2nc3ccccc3s2)c1)c1cccc(F)c1 | 9%
CC(C)(C)c1ccc(/C=N/NC(=O)c2ccc(Cl)cc2O)cc1 | 17%
CCCc1n[nH]c2c1/C(=N\OCC)CC(C)(C)C2 | 9%
O=C(Nc1ccc(NC(=O)c2cccs2)cc1)c1cccc(F)c1 | 13%
O=S(=O)(c1cc(Cl)ccc1Cl)N1CCN(C/C=C/c2ccccc2)CC1 | 2%
Cc1ccc2nsnc2c1NC(=O)c1ccc(-c2cccc(Cl)c2)o1 | 35%
O=[N+]([O-])c1ccc(-c2ccc(/C=N\O)o2)cc1 | 19%
c1ccc2c(c1)[nH]c1nc(SCCN3CCCCC3)nnc12 | 5%
CCOc1ccccc1NC1=CC(=O)CC(c2ccccc2)C1 (stereo not drawn) | 5%
COc1ccccc1NC(=O)C1=C(C)NC(=S)NC1c1cccc(Br)c1 (stereo not drawn) | 6%
CC(C)(C)C(=O)/C=C/c1ccc([N+](=O)[O-])cc1 | 12%
COc1ccc(-c2csc(Nc3cccc(C(C)=O)c3)n2)cc1 | 13%
O=C1/C(=C/c2ccccc2OCCOc2ccccc2Cl)SC(=S)N1c1ccccc1 | 3%
O=Cc1ccc(-c2ccc(F)cc2F)o1 | 8%
O=C(Nc1ccc(I)cc1Cl)c1cccc(OCc2ccccc2)c1 | 2%
Cc1ccc(C(=O)Nc2c(C(=O)Nc3ccccc3)cnn2-c2ccccc2)cc1 | 13%
CC(=O)N(C1=C(Cl)C(=O)c2ccccc2C1=O)c1cccc(Br)c1 | 29%
Cc1ccc(-c2csc(Nc3ccc(C)c(Cl)c3)n2)cc1C | 17%
